High-throughput results as filed in PubChem.
TDP1 cell CPT: growth inhibition of DT40 Tdp1-/-;hTDP1 cells with camptothecin (screen for TDP1 inhibitors); chicken DT40 Tdp1-/-;hTDP1 cells + 20 nM CPT, ATP luminescence, 48 h; Potency, µM (top dose mostly 46.2 µM), for the others: top-dose activity change, negative = growth inhibition, actives largely listed as inhibitors; AID 686979; hit rate 12% among 420,000; also: nearly all actives have a fitted effect of over 55% in size
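Chicken DT40 Tdp1-/- cells complemented with human TDP1, 400 cells/well, exposed to compounds plus 20 nM camptothecin for at least 48 h at 37 C; viability read as ATP content by CellTiter-Glo luminescence.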
GCN5L2 inh: inhibitors of human GCN5L2 histone acetyltransferase; Q92830; GCN5L2 HAT assay, ThioGlo1 CoA-SH fluorescence; Potency, µM (doses to about 58.9 µM), without a hit: at the top dose activity change, negative = inhibition, most hits filed as inhibitors; hit rate 0.21% among 390,000; AID 504327
Target sequence (Q92830 whole entry, looked up): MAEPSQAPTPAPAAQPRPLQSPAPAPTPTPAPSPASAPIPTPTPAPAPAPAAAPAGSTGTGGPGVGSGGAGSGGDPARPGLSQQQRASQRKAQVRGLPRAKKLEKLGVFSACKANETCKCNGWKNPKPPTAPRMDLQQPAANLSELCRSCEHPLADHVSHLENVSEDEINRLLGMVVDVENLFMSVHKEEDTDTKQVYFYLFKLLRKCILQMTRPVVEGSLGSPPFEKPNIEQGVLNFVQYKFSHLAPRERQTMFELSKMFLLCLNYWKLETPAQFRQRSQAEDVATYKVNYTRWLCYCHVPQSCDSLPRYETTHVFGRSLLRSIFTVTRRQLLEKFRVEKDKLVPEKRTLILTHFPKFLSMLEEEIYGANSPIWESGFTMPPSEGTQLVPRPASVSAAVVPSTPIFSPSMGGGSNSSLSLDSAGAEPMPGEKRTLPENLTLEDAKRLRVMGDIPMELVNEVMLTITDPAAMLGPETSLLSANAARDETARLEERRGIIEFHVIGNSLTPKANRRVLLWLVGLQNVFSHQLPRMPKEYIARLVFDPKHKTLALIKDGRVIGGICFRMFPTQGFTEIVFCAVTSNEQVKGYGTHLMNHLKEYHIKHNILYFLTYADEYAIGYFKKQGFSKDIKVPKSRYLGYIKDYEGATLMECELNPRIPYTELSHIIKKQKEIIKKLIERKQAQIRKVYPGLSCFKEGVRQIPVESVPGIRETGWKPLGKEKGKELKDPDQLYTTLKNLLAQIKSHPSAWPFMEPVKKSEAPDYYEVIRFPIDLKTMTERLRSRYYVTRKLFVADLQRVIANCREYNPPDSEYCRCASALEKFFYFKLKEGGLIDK
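Enzyme at 20nM final was mixed with library compounds for 15 min at room temperature. Peptide H3(1-25) at 75uM, acetyl-CoA at 70uM and ThioGlo1 at 50uM were then added. Plates were read immediately and after 20 min (Ex340nm/Em540nm).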
TDP1 cell noCPT: qHTS for Inhibitors of human tyrosyl-DNA phosphodiesterase 1 (TDP1): qHTS in cells in absence of CPT; DT40 Tdp1-/- hTDP1 cells, no CPT, ATP luminescence, 48 h; Potency, µM (highest dose often 46.2 µM), for the others: top-dose activity change, negative = growth inhibition, hits mostly inhibitors; hit rate 15% among 420,000; also: nearly all actives have a fitted effect of over 55% in size
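Chicken DT40 Tdp1-/- cells complemented with human TDP1, screened without camptothecin (DMSO vehicle only), 400 cells/well. Compounds pin-transferred, cells incubated at 37 °C for at least 48 hr. Growth read as ATP-dependent luminescence (CellTiter-Glo, 30 min at RT).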
The depositor's hits bear a star; ? = inconclusive; · = no result given; & = joins results of further samples; [ ] = another dose, or the depositor's remark. Calls follow the shape of the dose curve; as a rule, active = well fitted curve in the direction sought with a large enough effect; inconclusive = small, poorly fitted or top-dose-only effect, or another doubt; inactive = no such curve, though single readings can be large; an effect the other way counts as inactive or inconclusive. % is scaled to controls: 0 for no effect and ±100 for the full control effect; potency is read from the fitted curve at half-maximal effect.

Structure	TDP1 cell CPT	GCN5L2 inh	TDP1 cell noCPT
CCOc1ccc(C(=O)N2CCN(S(=O)(=O)c3ccc4c(c3)OCCO4)CC2)cc1OCC	?	-2%	?
CCCOc1ccc(C(=O)NCCCn2ccnc2)cc1	4%	-5%	14%
CC1(C(=O)NS(=O)(=O)c2cccc(F)c2)CCN1C(=O)CCC1CCCC1 (stereo unspecified)	-4%	·	11%
COc1cccc(/C=N/NC(=O)CNC(=O)/C=C\c2ccccc2)c1O	?	0%	2.1µM*
CC(=O)Nc1ccc(N=Cc2ccc(OCc3ccccc3)cc2)cc1	-5%	-10%	-21%
CCCCN(C)CCNC(=O)CN1C(=O)CSc2ccc(S(=O)(=O)N3CCOCC3)cc21	12%&-4%	-2%&-1%	7%&-2%
COc1cc(CC(=O)O)ccc1O	-26%&-2%	-6%&-22%	?
CN(c1ccccc1)S(=O)(=O)c1cc(C(=O)OCC(=O)N2CCN(C(=O)c3ccco3)CC2)ccc1Cl	?	-16%	23µM*
CCOC(=O)N1CCC(NC(=O)C2CCCN(c3nc4ccccc4o3)C2)CC1 (stereo unspecified)	-9%	-9%	-18%
Cc1ccc(CCNS(=O)(=O)c2cc3c(cc2Cl)NC(=O)CO3)cc1	-22%	?	-20%
OCC(Cc1ccccc1)Nc1c2ccccc2nc2ccccc12 (stereo unspecified)	?	-9%	16µM*
CN(Cc1c(C(=O)N/N=C/c2c(F)cccc2Cl)nnn1-c1nonc1N)c1ccccc1	-6%	-10%	-4%
C=C(C)CC1N(c2cccc(OC)c2)C(=O)C2C(C(=O)O)C3C=CC21O3 (stereo unspecified)	5%	-9%	3%
Cn1nc(C(=O)OCC(=O)NCc2ccc(Cl)cc2Cl)c2ccccc2c1=O	-9%	·	-18%
O=C(C1=NOC2(C1)C(=O)Nc1ccccc12)N1CCOCC1 (stereo unspecified)	-1%	·	-14%
COc1ccc(C(=O)NC(=S)Nc2cccc3nc(C)ccc23)cc1OC	?	2%	21µM*
CN(C)S(=O)(=O)c1cccc(N2C(=O)CC3(CCCCC3)CC2=O)c1	-15%	-5%	-18%
CCCCCN(C(=O)CCC(=O)OCc1ccccc1F)c1c(N)n(CCCC)c(=O)[nH]c1=O	-15%	-7%	-29%
COc1ccccc1NC(=O)CSc1nc2c(oc3ccccc32)c(=O)n1-c1ccccc1F	13µM*	-5%	9.2µM*
O=C(O)C1CC1C(=O)Nc1cc(F)ccc1F (stereo unspecified)	-1%	-13%	3%

Molecules listed so far that contain a furan ring, fused or not (2):
Structure	TDP1 cell CPT	GCN5L2 inh	TDP1 cell noCPT
CN(c1ccccc1)S(=O)(=O)c1cc(C(=O)OCC(=O)N2CCN(C(=O)c3ccco3)CC2)ccc1Cl	?	-16%	23µM*
COc1ccccc1NC(=O)CSc1nc2c(oc3ccccc32)c(=O)n1-c1ccccc1F	13µM*	-5%	9.2µM*

The list goes on.
Structure	TDP1 cell CPT	GCN5L2 inh	TDP1 cell noCPT
Cc1cccc(C(=O)NCC(=O)NCC(c2cccs2)N2CCOCC2)c1 (stereo unspecified)	-3%	-3%	-22%
Cc1ccc(N2C(=O)CS(=O)C(c3ccccc3)C2=O)cc1C (stereo unspecified)	?	20%	15µM*
Oc1ccc2c(c1)c1c3n2CCNC3CCC1 (stereo unspecified)	8%	-15%	-16%
Clc1ccc(Sc2ccccn2)cc1	-10%	-8%	-4%
Cn1c(N)c(C(C[N+](=O)[O-])c2c(F)cccc2Cl)c(=O)n(C)c1=O (stereo unspecified)	2.6µM*	17%	2.1µM*
COc1ccc(F)cc1S(=O)(=O)NCCc1csc2nc(-c3cccc(C)c3)nn12	?	-1%	?
COc1cc(S(=O)(=O)N(C)Cc2ccc3c(c2)OCCO3)ccc1NC(C)=O	-27%	-13%	-1%
O=C(COC(=O)CCSc1ccc(Cl)cc1)NCc1ccc(Cl)cc1	13%	-3%	-3%
CCOc1ccccc1NC(=O)COc1ccc(S(=O)(=O)N2CCCC2)cc1	?	-4%	?
CC(=O)c1sc(NC(=O)CCCc2nc3ccccc3c(=O)[nH]2)nc1-c1ccccc1	?	-6%	?
O=C1CNC(=S)N1c1nc(-c2ccccc2)cs1	-5%	1%	-10%
CS(=O)(=O)N(CC(=O)Nc1ccc(C(N)=O)cc1)C1CCCCC1	-6%	-1%	-23%
CCCOC(=O)c1c(NC(=O)C(C)Sc2nc(-c3ccccc3)cc(C(F)(F)F)n2)sc(C(=O)N(C)C)c1C (stereo unspecified)	?	-14%	15µM*
CCOC(=O)N1CCC(Nc2nc3ccccc3n3cnnc23)CC1	-21%	·	-19%
COc1ccc(Cc2nc3ccccc3c(=O)n2N)cc1OC	-4%	·	-22%
Cc1ccccc1CN1C(=O)CSCC1(C)C(=O)NCc1ccccc1 (stereo unspecified)	-5%	·	-16%
CO/N=C(/C(=O)NC1C(=O)N2C(C(=O)O)=C(COC(N)=O)CSC12)c1ccco1 (stereo unspecified)	7%	-14%	0%
COc1ccccc1C(=O)NNC(=O)c1nn(Cc2ccccc2)c(=O)c2ccccc12	21µM*	-9%	?
COc1ccc(C(=O)Nc2ccnn2C2CCN(Cc3cn(C)nc3C)CC2)cc1	-6%	0%	8%
COc1ccccc1NC(=O)c1ccccc1NC(=O)c1ccccc1C(=O)O	3%	-2%	-13%

Compounds above with an NH in an aromatic ring (two):
Structure	TDP1 cell CPT	GCN5L2 inh	TDP1 cell noCPT
CCCCCN(C(=O)CCC(=O)OCc1ccccc1F)c1c(N)n(CCCC)c(=O)[nH]c1=O	-15%	-7%	-29%
CC(=O)c1sc(NC(=O)CCCc2nc3ccccc3c(=O)[nH]2)nc1-c1ccccc1	?	-6%	?

Additional results
Structure	TDP1 cell CPT	GCN5L2 inh	TDP1 cell noCPT
Cc1cccc(CN(Nc2ccccc2)c2ccccc2)n1	23%	·	?
Cc1ccc(C(=O)Nc2ccc(Cl)c(-c3nc4ncccc4o3)c2)c(C)c1	?	-4%	?
COc1ccccc1CC(=O)Nc1ccc(S(=O)(=O)N2CCCC2)cc1	16%	-7%	-2%
CC(=O)NCCc1nc2cc(NC(=O)COc3ccc(C)cc3)ccc2n1C	11%	1%	4%
Cc1cc(C)n(-c2cc(-n3nc(C)cc3C)ncn2)n1	0%	-2%	-22%
Cc1ccc(OCCNC(=O)c2cccc(Oc3ccc(C(F)(F)F)cc3[N+](=O)[O-])c2)cc1	?	-3%	16µM*
O=C(CCc1nc2sc3c(c2c(=O)[nH]1)CCCC3)NCC(=O)Nc1ccccc1Br	13%	-17%	?
CCc1ccccc1OCCCCN1CCCCC1	?	-4%	?
CCN(CC)C(=O)C1CCCc2c1[nH]c1ccc(Cl)cc21 (stereo unspecified)	-20%	-7%	?
Cc1ccccc1NC(=O)Cc1nc(CN(C)CC(=O)Nc2cccc(F)c2)cs1	-4%	-5%	-23%
Nc1[nH]c(N=NC(=O)c2ccccc2O)c2ccccc12	?	-1%	?
Cc1ccc(NC(C(=O)c2ccccc2)c2ccccc2)cc1 (stereo unspecified)	?	·	13µM*
CCOC(=O)C1CN(S(=O)(=O)c2ccc(OC)cc2)c2cc(S(=O)(=O)CC)ccc2O1 (stereo unspecified)	5%	-1%	0%
O=C(Nc1ccccc1C(F)(F)F)NC1(C(=O)N2CCOCC2)CCCCC1	?	·	?
CC(C)(C)c1ccc(C(=O)Nc2cnccn2)cc1	-12%	-14%	?
O=C(CCn1c(=O)c2ccccc2n(Cc2cccc(Cl)c2)c1=O)NCCc1ccccc1	?	-6%	?
CCOC(=O)Nc1ccc(C(=O)Oc2ccccc2)c(O)c1	?	-27%	-17%
COc1ccc(S(=O)(=O)N2CCc3cc4c(cc3C2C)OCCCO4)cc1 (stereo unspecified)	16µM*	-22%	?
O=C(O)C1Nc2c(C(=O)N3CCOCC3)cccc2C2C=CCC12 (stereo unspecified)	?	-4%	-12%
COc1ccc(CC(=O)c2cc(OC)c(OC)cc2CC(=O)O)cc1OC	-14%	-3%	-19%
CCOC(=O)c1[nH]c(C)c(C(=O)NCCc2ccccc2)c1C	-14%	-5%	-12%
COc1ccccc1NC(=O)NC(=O)N(C(C)C)S(C)(=O)=O	-6%	0%	-2%
COc1ccccc1NC(=O)COC(=O)C1C2CC3OC(=O)C1C3C2 (stereo unspecified)	-11%	-2%	-18%
C1=Nc2c(Nc3ccccc3)ncnc2Oc2ccccc21	9.2µM*	-5%	10µM*
CCC(=O)N1CCc2cc(Br)cc(S(=O)(=O)NCCN3CCCC3)c21	18%	1%	0%
O=C(Nc1cccc(Cl)c1Cl)c1csc([C@@H]2O[C@H](CO)[C@H](O)[C@H](O)[C@H]2O)n1	-3%	·	-4%
Cc1ccc(NC(=O)Cn2nc(N3CCN(c4ccccc4)CC3)ccc2=O)cc1F	?	13%	?
Cc1ccc[n+](CC(=O)Nc2ccc([N+](=O)[O-])cc2)c1	10µM*	-23%	21µM*
CCN(C[C@H]1N[C@@](Cc2ccccc2)(C(=O)OC)[C@H]2C(=O)N(Cc3ccccc3)C(=O)[C@@H]12)C(=O)c1ccccc1	?	-6%	?
CCOC(=O)[C@H]1[C@H]2COc3cc(OC)ccc3[C@@H]2N2C(=O)CN(CC3CCCO3)C(=O)[C@@]12C (stereo partly specified)	0%	2%	-2%
O=C(CSc1ccc(Cl)cc1)Nc1ccccc1	-11%	·	-29%
CCCCCc1ccc(OCCCC[n+]2ccccc2)c(CCCCC)c1	2.6µM*	-5%	2.6µM*
O=C(c1cnn2c(C(F)(F)F)cc(-c3cccs3)nc12)N1CCN(Cc2ccccc2)CC1	?	-3%	15µM*
COc1ccc(OCc2nnc(SCC(=O)Nc3ccc(C)cc3)o2)cc1	8%	-5%	-17%
COc1ccc(NC(=O)c2oc3ccccc3c2C)cn1	?	-4%	-12%
Cc1ccc(Cl)cc1-c1cc(C(=O)Nc2ccc(F)cc2)[nH]n1	23µM*	·	21µM*
COc1ncc(-c2cccc3nccn23)c(OC)n1	-5%	·	-2%
O=c1c(C(c2ccc(Br)cc2)c2c(O)nc3n(c2=O)CCS3)c(O)nc2n1CCS2	10%	0%	2%
COc1ccc2oc(=O)c(C(=O)Nc3ccc(C(=O)O)cc3)cc2c1	5%	-3%	5%
COC(=O)c1sccc1NC(=O)CC1NCCNC1=O (stereo unspecified)	-5%	-3%	8%
COc1ccc(-n2nnnc2SCC(=O)N2CCN(C(=O)c3ccco3)CC2)cc1OC	?	-3%	-23%
O=[N+]([O-])c1cccc(S(=O)(=O)NCc2ccccn2)c1	-19%	?	0%
Cc1ccc(S(=O)(=O)c2c(C)cc(C)nc2N2CCOCC2)cc1	6%	-1%	-16%
O=C(NC1CCCCCC1)C1CCN(S(=O)(=O)c2c(Cl)cccc2Cl)CC1	23µM*	-1%	23µM*
O=c1oc2cc(OCc3ccc(F)cc3F)ccc2cc1-c1ccccn1	-27%	-2%	-12%
Cc1noc(NS(=O)(=O)c2ccc(NC(=O)c3cc(F)c(F)c(F)c3F)cc2)c1C	-1%	-5%	-4%
CC(C)(C)N1CC(c2nc3ccccc3n2Cc2ccc(F)cc2)CC1=O (stereo unspecified)	-20%	-5%[0.501 µM]	-19%
CC1CCN(C(=O)/C(=C\c2ccco2)NC(=O)c2ccccc2)CC1	5%	-5%	-29%
COCc1cc(C)nc(SCC[N+](C)(C)CC(=O)c2ccc(Br)cc2)c1C#N	?	-1%	?
CC(=O)c1ccc(NC(=O)c2ccc(-c3nc(COc4ccc(C)cc4)c(C)o3)cc2)cc1	-5%	-5%	-8%
CC(C)(C)Cc1nnc(NS(=O)(=O)Cc2ccccc2)s1	14%	-4%	-7%
Cc1ccnc(NC(=O)c2cc(S(=O)(=O)N3CCCCC3)ccc2Cl)c1	-22%	-3%[0.501 µM]	-11%
O=C(NCC(=O)N(CC1CCCO1)C(C(=O)NC1CCCCC1)c1ccccc1)c1cccs1 (stereo unspecified)	-27%	-4%	-11%
COc1ccc(S(=O)(=O)Nc2ccc3c(c2)CC(=O)N([C@@H](C)CO)C[C@@H](C)[C@@H](CN(C)Cc2ccccc2)O3)cc1	18µM*	-4%	16µM*
CC1(CO)COC2(OC1)C(=O)Nc1ccccc12 (stereo unspecified)	1%	-1%	6%
Cc1ccc(C(=O)c2coc3ccc(O)cc23)cc1	?	-1%	?

Complete entries, looked up by structure. Values in the order: TDP1 cell CPT | GCN5L2 inh | TDP1 cell noCPT
Oc1ccc2c(c1)c1c3n2CCNC3CCC1 (stereo unspecified) is listed with 8% | -15% | -16%
CCOC(=O)Nc1ccc(C(=O)Oc2ccccc2)c(O)c1 is listed with ? | -27% | -17%
